GSIS activator – GLuc luminescence reporter in INS-1E cells, primary screen for activators of glucose-dependent secretion of insulin. 0.61% of 370,000 active. AID 743287, 2014. activation, % at 16.6 µM. INS-1E GLuc reporter insulin secretion, 2-3 h;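 active = lowest replicate activation of at least 40%, so every replicate reaches that level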;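 note: 0% = median of neutral control wells and 100% = median of IBMX positive control wells; some compounds called inactive have numbers as strong as hits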
Cneo AK release – Cryptococcus neoformans cell lysis inducers, primary screen, AK release luminescence, single concentration; C. neoformans lysis, adenylate kinase release luminescence, 4 h; normalised: neutral wells 0, clomiphene wells 100; lysis activity, % at 15 µM; 0.2% of 360,000 active;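 active = mean lysis activity across replicates of at least 80%, whatever share of replicates individually reach that level; inactive = mean lysis activity below 80%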
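Material: C. neoformans cells; Schedule: 4 h static compound exposure, 37 °C, read 1 h post-reagent; Measured by: adenylate kinase release luminescence; Read-out: signal increase indicating cell lysis; Controls: Clomiphene as positive lysis control.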
PGC1a acetyl inh – inhibitors of PGC1a acetylation signal, primary screen, cell-based, U2OS, AlphaScreen, inhibitor mode | AlphaScreen anti-acetyl-lysine; with virally co-expressed GCN5 acetyltransferase | inhibition, % at 15.6 µM | 0.17% of 350,000 active;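 active = every replicate shows inhibition of at least 40%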;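 note: 0% = neutral control wells and 100% = positive control wells; some results beyond the cut were filed as inactive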
F508del corr – F508del CFTR correction, initial screen, CFBE line, single point. activity (quench increase), % at 7.58 µM. 0.36% of 350,000 active. CFBE cells, YFP halide quenching; stimulated with forskolin plus potentiator P3; % fluorescence drop versus neutral controls;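 active = mean added fluorescence quench of at least 8% versus neutral control, with both replicates also reaching 8%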;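 note: cells transiently co-express mutant CFTR-F508del with the halide-sensitive YFP; corrector assay measuring rescue of mutant channel to the surface after 24 h compound exposure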
miR-122 sensor – miR-122 Renilla sensor signal increase in Huh7, primary screen, miR-122 inhibitor project, cell-based, single point, plate reader. Huh7 miR-122 Renilla luciferase sensor, 48 h; neutral wells = 0, positive control = 100. activation (reporter increase), % at 12.5 µM. 0.3% of 340,000 active;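 active = mean replicate activation score at least 90 and every replicate individually at or above 90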;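 note: higher luciferase means less miR-122 activity so hits act as miR-122 inhibitors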
C2C12 statin – suppressors of statin myotoxicity in C2C12 myotubes, primary screen, cell-based, single point, plate reader; C2C12 myotubes + simvastatin, ATP luminescence, 48 h; scaled: DMSO 0, geranylgeraniol control 100; rescue of ATP level, % at 7.49 µM; 0.78% of 330,000 active; AID 602340, 2012;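 active = mean ATP rescue above about 67%, or every replicate alone reaching that limit, limit read from the data, passing the limit was not always enough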;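 note: myotubes were challenged with 10 µM simvastatin during compound exposure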
FN deposition inh – inhibitors of fibronectin matrix deposition, primary screen, AH1F cells, Alexa488-fibronectin fluorescence, plate reader. AH1F fibroblasts, overnight. inhibition, % at 12.6 µM. 0.086% of 350,000 active. AID 743247, 2014;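 active = mean inhibition across replicates of 30% or more, regardless of how many single replicates reach that level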;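 note: positive control wells lacked labelled fibronectin entirely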
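Schedule: 1 h cell adhesion before compound, then overnight fibronectin incubation; test system: AH1F fibroblast monolayer depositing Alexa488-labelled fibronectin into matrix; quantity: 10000 AH1F cells per well; probe or stimulus: fluorescent fibronectin at 24 nM final; signal: fluorescence, ex 485 nm, em 525 nm; evaluation: percent inhibition as loss of matrix-bound fibronectin fluorescence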
PglD inh – C. jejuni PglD acetyltransferase inhibitors, primary screen, biochemical, DTNB colorimetric, single point; UDP-N-acetylbacillosamine N-acetyltransferase PglD (Campylobacter jejuni); purified PglD enzyme, DTNB colorimetric CoA detection; inhibition, % at 12.5 µM; 0.098% of 360,000 active; AID 602405, 2012; in the data active = inhibition above about 16%, passing the limit was not always enough; note: strong numbers were not always called active
Active calls of the source: *; / = no result given; & = joins results of further samples; [ ] = dose if it differs, or a comment.

SMILES | GSIS activator | Cneo AK release | PGC1a acetyl inh | F508del corr | miR-122 sensor | C2C12 statin | FN deposition inh | PglD inh
CCCCn1c(N)c(N(CCC(C)C)C(=O)CSc2nncn2-c2ccccc2)c(=O)[nH]c1=O | / | / | 3 | 0.8 | / | 2 | 0 | /
O=C(COc1ccccc1Cl)Nc1ccc(NC(=O)c2ccco2)cc1 | -4 | 0 | / | -0.3 | -4 | -26 | -7 | -1
C[C@H](CO)N1C[C@H](C)[C@@H](CN(C)S(=O)(=O)c2ccc(-c3ccccc3)cc2)OCc2cn(nn2)CCCC1=O | 0&9 | 2&0&-5 | -8&-13&5 | 3.7&-2.1&-4.8 | -1 | 4&49&12 | -1&-10 | 2&4&1
COc1cccc(CNc2ccc([N+](=O)[O-])c(NCC(=O)O)n2)c1 | 2 | 0 | -5 | 3.5 | -1 | 2 | -1 | -11
CC(NC(=O)C1=CC=CN2CCS(=O)(=O)N=C12)c1ccc(Cl)c(Cl)c1 (stereo not drawn) | / | / | 0 | -4.8 | -7 | 3 | -3 | /
CCN(Cc1cccs1)C(=O)c1cccc(S(=O)(=O)N2CCN(C)CC2)c1 | 17 | 1 | -5 | -1.5 | -7 | 0 | 1 | 16
COc1ccc(S(=O)(=O)N2CCOCC2)cc1NC(=O)CO/N=C/c1ccccc1OC(F)F | -13 | -3 | -7 | / | -1 | 0 | 11 | -2
Cc1ccc(C)c(-n2c(=O)c(C#N)cc3c(=O)n4ccccc4nc32)c1 | 0 | / | 16 | 0.1 | / | / | 4 | /
Cc1cc(C)n2c(SCC(=O)Nc3ccc(F)cc3F)nnc2n1 | 4 | / | -9 | 1.9 | -3 | / | -8 | /
Cc1cccc(C2NC(=O)c3ccccc3O2)c1 (stereo not drawn) | -1 | 1 | 1 | 1.1 | 3 | 3 | -2 | 0
Cc1noc(C)c1S(=O)(=O)N1CCCC(C(=O)NCc2ccccn2)C1 (stereo not drawn) | / | 0 | 16 | / | -2 | / | / | 6
CC(C)C(C)NC(=O)CN1C(=O)NC(C)(c2ccc3ccccc3c2)C1=O (stereo not drawn) | -19 | 0 | 8 | -1.7 | -5 | 4 | -2 | -6
FC(F)(F)c1cccc(NC(=S)Nc2ccc(Cl)cc2Cl)c1 | / | -1 | 8 | / | 4 | -19 | / | -4
CS(=O)(=O)Nc1cccc(-c2ccc3nncn3c2)c1 | 10 | 0 | -8 | -1.0 | -6 | 4 | 10 | 1
CO[C@H]1CN(C)C(=O)c2ccc(NC(=O)Cc3ccccc3)cc2OC[C@H](C)N(C(C)=O)C[C@@H]1C | -1 | -3 | -10 | -0.5 | 15[16.7 µM] | -13 | -3 | 2

Arranged by count of non-hydrogen atoms (ascending): some entries from above
SMILES | GSIS activator | Cneo AK release | PGC1a acetyl inh | F508del corr | miR-122 sensor | C2C12 statin | FN deposition inh | PglD inh
Cc1cccc(C2NC(=O)c3ccccc3O2)c1 (stereo not drawn) | -1 | 1 | 1 | 1.1 | 3 | 3 | -2 | 0
FC(F)(F)c1cccc(NC(=S)Nc2ccc(Cl)cc2Cl)c1 | / | -1 | 8 | / | 4 | -19 | / | -4
COc1cccc(CNc2ccc([N+](=O)[O-])c(NCC(=O)O)n2)c1 | 2 | 0 | -5 | 3.5 | -1 | 2 | -1 | -11
Cc1ccc(C)c(-n2c(=O)c(C#N)cc3c(=O)n4ccccc4nc32)c1 | 0 | / | 16 | 0.1 | / | / | 4 | /
CC(C)C(C)NC(=O)CN1C(=O)NC(C)(c2ccc3ccccc3c2)C1=O (stereo not drawn) | -19 | 0 | 8 | -1.7 | -5 | 4 | -2 | -6
CO[C@H]1CN(C)C(=O)c2ccc(NC(=O)Cc3ccccc3)cc2OC[C@H](C)N(C(C)=O)C[C@@H]1C | -1 | -3 | -10 | -0.5 | 15[16.7 µM] | -13 | -3 | 2

A different layout for part of the listing above.
Value order – GSIS activator | Cneo AK release | PGC1a acetyl inh | F508del corr | miR-122 sensor | C2C12 statin | FN deposition inh | PglD inh
> CC(C)C(C)NC(=O)CN1C(=O)NC(C)(c2ccc3ccccc3c2)C1=O (stereo not drawn)
  -19 | 0 | 8 | -1.7 | -5 | 4 | -2 | -6
> FC(F)(F)c1cccc(NC(=S)Nc2ccc(Cl)cc2Cl)c1
  / | -1 | 8 | / | 4 | -19 | / | -4
> CS(=O)(=O)Nc1cccc(-c2ccc3nncn3c2)c1
  10 | 0 | -8 | -1.0 | -6 | 4 | 10 | 1

Next part.
SMILES | GSIS activator | Cneo AK release | PGC1a acetyl inh | F508del corr | miR-122 sensor | C2C12 statin | FN deposition inh | PglD inh
C=CCC[C@@H](Cc1ccc(F)cc1)C(=O)OCCNC(=O)[C@H](CC=C)CC(=O)NCCO | -4 | 1 | 26 | 1.9 | -8 | 11 | -1 | -5
Cn1c2ccccc2c2nnc(SCC(=O)NC3CC3)nc21 | 5 | / | -20 | 0.1 | 1 | 3 | 3 | /
O=C1OC[C@@H]2CCCN2C(=O)[C@H](CC(=O)N(CCO)Cc2ccccc2)C/C=C\CC[C@H]1Cc1ccc(F)cc1 | -16 | -4 | / | 3.5 | -6 | -3 | 19 | 1
COc1ccc(C(=O)Nc2nnc(-c3ccco3)s2)cc1 | 52* | -4 | -8 | / | 1 | 2 | / | -1
CN(CCc1ccccc1)C(=O)c1cccc(NC(=O)Cc2cccc(NC(=O)C3CCN(C(=O)C4CCCC4)CC3)c2)c1 | -14 | -2 | / | 0.9 | / | -2 | -1 | 9
COc1ccc(NC(=O)CN(C)C(=O)c2ccc(=O)[nH]c2)cc1 | 3 | 0 | / | 3.7 | -7 | 29 | 0 | -2
COc1ccc2c(c1)OC13CCCCC1C2C(C(=O)c1ccccc1)C(=O)N3 (stereo not drawn) | -4 | -2 | 6 | -1.3 | -2 | -9 | 1 | /
COc1ccc(/C=C2\SC(=O)N(CCCC(=O)Nc3ccc(C(=O)O)cc3)C2=O)cc1 | / | 1 | 21 | 0.5 | -5 | -1 | -3 | 2
C[C@@H]1CN([C@@H](C)CO)S(=O)(=O)c2ccc(C3=CCCC3)cc2O[C@@H]1CN(C)Cc1cccc(C(=O)O)c1 | 9 | 0 | 6 | 0.9 | 25[16.7 µM] | -1 | / | 1
O=C(NNc1nc2ccccc2s1)Nc1ccc(F)cc1 | -11 | / | / | 1.4 | 12 | -24 | -16 | /
CCOc1c(Cl)cc(CNCC(C)C)cc1Cl | / | 6 | 0 | / | -7 | / | -5 | 7
O=[N+]([O-])c1ccccc1S(=O)(=O)Nc1ccc(S(=O)(=O)Nc2nccs2)cc1 | 9 | -9 | -5 | -2.9 | -20 | 2 | 2 | 3
Cc1ccn(CCC(=O)NC2CCCc3c2cnn3-c2cccc(C)c2C)n1 (stereo not drawn) | -4 | 9 | 7 | -0.1 | -1 | 15 | 1 | -9

Quoted from the listing.
miR-122 sensor, C=CCC[C@@H](Cc1ccc(F)cc1)C(=O)OCCNC(=O)[C@H](CC=C)CC(=O)NCCO stands at -8
FN deposition inh, O=[N+]([O-])c1ccccc1S(=O)(=O)Nc1ccc(S(=O)(=O)Nc2nccs2)cc1 stands at 2
